Compound activity as filed in PubChem BioAssay.
HCV inhibitor: qHTS Assay for Inhibitors of Hepatitis C Virus (HCV). Huh7.5.1 HCVcc-Cre infection, luciferase reporter, 44 h. Potency, µM (highest dose often 41.8 µM), without a hit: at the highest dose activity change, negative = inhibition, usual class: inhibitors. 340,000 tested, 3.4% active; also: potency is read from the fitted curve at half-maximal effect
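Infectious HCVcc-Cre (~0.5 moi) was added to cells just after compound, with cells seeded 4 h earlier at 1,000 per well. Luciferase activity after 44 h culture reported infection; substrate was incubated 15 min at room temperature before reading.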
AmpC no deterg: qHTS Inhibitors of AmpC Beta-Lactamase (assay without detergent). P00811. Potency, µM (titrated, usually from 57.1 µM), for the others: at the highest dose activity change, negative = inhibition, hits mostly inhibitors. AmpC nitrocefin hydrolysis, absorbance 480 nm, 0.0001% Triton. 330,000 tested, 0.52% active;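 also: potency is read from the fitted curve at half-maximal effect; plate controls were no compound for no effect and no enzyme for full effect; nearly all actives have a fitted effect of over 20% in size; some results filed as inactive show a strong effect at the top dose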
Target sequence (P00811 whole entry, looked up): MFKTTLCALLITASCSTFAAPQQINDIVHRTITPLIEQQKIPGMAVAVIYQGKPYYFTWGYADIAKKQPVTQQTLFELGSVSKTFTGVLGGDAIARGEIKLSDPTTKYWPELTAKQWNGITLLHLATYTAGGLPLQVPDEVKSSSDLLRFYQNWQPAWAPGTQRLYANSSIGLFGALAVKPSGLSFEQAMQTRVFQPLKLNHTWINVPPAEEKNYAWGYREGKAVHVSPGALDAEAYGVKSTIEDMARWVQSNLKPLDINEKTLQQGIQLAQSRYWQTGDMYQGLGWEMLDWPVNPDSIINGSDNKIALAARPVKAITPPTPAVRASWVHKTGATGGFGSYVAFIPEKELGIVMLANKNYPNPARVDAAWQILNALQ
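AmpC (5.3 nM in the dispensed reagent) in 20 mM phosphate pH 7.0 with 0.01% (detergent screen) or 0.0001% Triton X-100 was preincubated with compounds for 15 min at room temperature. Nitrocefin was then added from an 800 uM solution, and hydrolysis was followed at 480 nm.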
HCMV inh: qHTS Assay for inhibitors of the human cytomegalovirus (HCMV). HFF cells, HCMV-luciferase reporter, 72 h; active compounds read low. activity change, negative = inhibition, % at 57.5 µM. 410,000 tested, 4.5% active; in the data active = activity change below about -60%; inconclusive = no clear call, values can overlap the other calls; inactive = above about -39%
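HFF cells seeded 16 h at 37C, treated with compounds, infected with luciferase-reporter HCMV at MOI 1 PFU/cell; luciferase read at 72 h post infection, normalized to buffer-only and Salinomycin controls.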
Giardia FBPA inh: qHTS Assay for Inhibitors of Fructose-1,6-bisphosphate Aldolase from Giardia Lamblia; 290,000 tested, 0.71% active; A8B2U2; purified Giardia FBPA; Potency, µM (titrated, usually from 59.6 µM), for the others: top-dose activity, negative = inhibition, usual class: inhibitors; also: potency is read from the fitted curve at half-maximal effect; nearly all actives have a fitted effect of over 55% in size
Target sequence (A8B2U2 whole entry, looked up): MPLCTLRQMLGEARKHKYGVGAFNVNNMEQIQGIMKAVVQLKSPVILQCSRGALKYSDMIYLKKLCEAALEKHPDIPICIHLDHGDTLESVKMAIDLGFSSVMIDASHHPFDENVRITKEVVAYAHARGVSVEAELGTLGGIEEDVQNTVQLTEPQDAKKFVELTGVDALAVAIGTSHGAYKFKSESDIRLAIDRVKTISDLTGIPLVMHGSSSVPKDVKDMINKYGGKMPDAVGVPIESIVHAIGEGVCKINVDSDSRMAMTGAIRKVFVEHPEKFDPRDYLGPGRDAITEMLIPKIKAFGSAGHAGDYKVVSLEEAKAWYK
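Giardia FBPA (40 nM reagent) was preincubated 10 min at RT with compound (up to 57.5 uM final), then substrate plus GAPDH/TPI/NAD/arsenate coupling system with diaphorase/resazurin was added; resorufin fluorescence (525/598 nm) was read after 20 min.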
Sm TGR inh: qHTS Assay for the Inhibitors of Schistosoma Mansoni Peroxiredoxins; Schistosoma mansoni thioredoxin glutathione reductase (TGR), Q962Y6; purified TGR, DTNB reduction, TNB absorbance 405 nm; Potency, µM (highest dose often 114 µM), without a hit: at the highest dose activity change, negative = inhibition, actives largely listed as inhibitors; 360,000 tested, 3% active; AID 485364, 2010; also: potency is read from the fitted curve at half-maximal effect; nearly all actives have a fitted effect of over 60% in size
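First, TGR (20 nM dispensed) and NADPH were mixed with compound. Second, a 15 min room-temperature incubation followed. Third, further NADPH and then DTNB were added to start the reaction. Finally, TNB absorbance was monitored kinetically.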
AmpC detergent: qHTS Inhibitors of AmpC Beta-Lactamase (assay with detergent); Potency, µM (highest dose often 114 µM), for inactives: at the highest dose activity change, negative = inhibition, actives largely listed as inhibitors; 370,000 tested, 0.041% active; P00811; AID 485294, 2010; AmpC hydrolysis of nitrocefin, absorbance 480 nm, 0.01% Triton;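 also: potency is read from the fitted curve at half-maximal effect; 0% = no-compound wells and -100% = no-enzyme wells; nearly all actives have a fitted effect of over 25% in size; some results filed as inactive show a strong effect at the top dose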
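AmpC (5.3 nM in the dispensed reagent) in 20 mM phosphate pH 7.0 with 0.01% (detergent screen) or 0.0001% Triton X-100 was preincubated with compounds for 15 min at room temperature. Nitrocefin was then added from an 800 uM solution, and hydrolysis was followed at 480 nm.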
Active calls of the source: *; & = joins results of further samples; [ ] = dose if it differs, or a comment. Unless noted, calls follow the shape of the dose curve; as a rule, active = well fitted curve in the direction sought with a large enough effect; inconclusive = small, poorly fitted or top-dose-only effect, or another doubt; inactive = no such curve, though single readings can be large; an effect the other way counts as inactive or inconclusive. Unless noted, % is scaled to controls: 0 for no effect and ±100 for the full control effect.

What do the screens show for `COc1ccc(C(=O)Nc2cccc(C(C)=O)c2)c(OC)c1OC`?
HCV inhibitor: -0.9%; AmpC no deterg: -2.9%; HCMV inh: 62.7; Giardia FBPA inh: -0.7%; Sm TGR inh: 89.2%[activator]; AmpC detergent: -1.9%

How did COc1ccc(N(Cc2cc3ccccc3[nH]c2=O)S(=O)(=O)c2ccc(OC)cc2)cc1 do in these assays?
HCV inhibitor: -21.1%; AmpC no deterg: -4.6%; HCMV inh: -20.8; Sm TGR inh: -11.1%; AmpC detergent: 2.7%

How did COC(=O)c1cc2sccc2n1CC(=O)Nc1ccc(OC)c(OC)c1 do in these assays?
HCMV inh: 39.1; Sm TGR inh: -1.2%; AmpC detergent: -1.7%

What do the screens show for `CC(C)=NNC1=NC(C)(C)Cc2ccccc21`?
HCV inhibitor: 3.8%; AmpC no deterg: -13.1%; HCMV inh: 10.3; Giardia FBPA inh: inconclusive; Sm TGR inh: -24.2%; AmpC detergent: -6.4%

How did CC(C)(C)C(=O)NCCc1nc2ccccc2n1CCCCOc1ccccc1 do in these assays?
HCMV inh: -30.9; Sm TGR inh: -0.8%; AmpC detergent: -7.2%

What do the screens show for `COc1ccc(C(=O)N(Cc2cc(OC)c(OC)c(OC)c2)C2CCS(=O)(=O)C2)cc1Cl` (stereo not drawn)?
HCMV inh: 15.0; Sm TGR inh: -1.2%; AmpC detergent: 16.9%

What do the screens show for `Cc1cccc(C)c1NC(=O)C(C)Sc1n[nH]c(-c2ccncc2)n1` (stereo not drawn)?
HCV inhibitor: 25.1%; AmpC no deterg: -14.3%; HCMV inh: -12.7; Giardia FBPA inh: -29.3%; Sm TGR inh: 0.8%; AmpC detergent: -14.8%

How did CC(c1ccccc1)n1c(Br)nc2c1c(=O)[nH]c(=O)n2C (stereo not drawn) do in these assays?
HCV inhibitor: 18.4%; AmpC no deterg: -9.7%; HCMV inh: 66.6; Giardia FBPA inh: -0.5%; Sm TGR inh: 35.4%; AmpC detergent: inconclusive

What do the screens show for `COCCN(C(=O)c1cc(Cl)nc2ccccc12)c1c(N)n(Cc2ccccc2)c(=O)[nH]c1=O`?
HCV inhibitor: -4.7%; AmpC no deterg: 0.8%; HCMV inh: -16.1; Sm TGR inh: -8.1%; AmpC detergent: -2.3%

Results for COc1cccc(N(C(=O)Cn2nnc3ccccc32)C(C(=O)NCc2ccco2)c2cccnc2)c1 (stereo not drawn) ?
HCV inhibitor: inconclusive; AmpC no deterg: 57.5%; HCMV inh: 30.9; Giardia FBPA inh: 3.0%; Sm TGR inh: -15.1%; AmpC detergent: inconclusive

Results for CCOc1ccccc1N(CC(=O)Nc1cccnc1)S(C)(=O)=O ?
HCV inhibitor: 11.7%; AmpC no deterg: -25.3%; HCMV inh: 9.4; Giardia FBPA inh: 1.6%; Sm TGR inh: inconclusive; AmpC detergent: 4.8%

How did COC(=O)c1cc(NC(=O)/C=C/c2ccc3c(c2)OCO3)cc(C(=O)OC)c1 do in these assays?
HCV inhibitor: inconclusive; AmpC no deterg: 14.2%; HCMV inh: 27.5; Giardia FBPA inh: -0.3%; Sm TGR inh: 6.1%; AmpC detergent: inconclusive

Reprinted from the part before: two compounds; new compounds follow.
Results for CCOc1ccccc1N(CC(=O)Nc1cccnc1)S(C)(=O)=O ?
HCV inhibitor: 11.7%; AmpC no deterg: -25.3%; HCMV inh: 9.4; Giardia FBPA inh: 1.6%; Sm TGR inh: inconclusive; AmpC detergent: 4.8%

How did COC(=O)c1cc(NC(=O)/C=C/c2ccc3c(c2)OCO3)cc(C(=O)OC)c1 do in these assays?
HCV inhibitor: inconclusive; AmpC no deterg: 14.2%; HCMV inh: 27.5; Giardia FBPA inh: -0.3%; Sm TGR inh: 6.1%; AmpC detergent: inconclusive

What do the screens show for `Cc1cc(NC(=O)c2cccc([N+](=O)[O-])c2)n(-c2ccccc2)n1`?
HCV inhibitor: -5.8%; AmpC no deterg: -12.8%; HCMV inh: 41.4; Giardia FBPA inh: 1.4%; Sm TGR inh: -10.6%; AmpC detergent: -0.8%

Results for Cc1cc(C(=O)CN2C(=O)NC(CCS(C)(=O)=O)C2=O)c(C)n1C1CC1 (stereo not drawn) ?
HCV inhibitor: -6.0%; AmpC no deterg: 4.3%; HCMV inh: -32.4

What do the screens show for `Cc1cc(-c2nnc(SCC(=O)Nc3cccc(F)c3)n2N)n[nH]1`?
HCV inhibitor: 8.9%; AmpC no deterg: -6.0%; HCMV inh: -35.7; Sm TGR inh: -8.2%; AmpC detergent: -0.7%

How did Cc1cccc2sc(N(CCN(C)C)C(=O)c3ccc4c(c3)OCCO4)nc12 do in these assays?
HCMV inh: -0.9; Sm TGR inh: -0.7%; AmpC detergent: 5.2%

How did COc1ccc(Nc2ccnc(Nc3ccc(OC)cc3)n2)cc1 do in these assays?
HCV inhibitor: inconclusive; AmpC no deterg: -22.3%; HCMV inh: 0.9; Giardia FBPA inh: 2.9%; Sm TGR inh: -0.3%; AmpC detergent: -6.9%

Results for N#CCCCSC1=C(C#N)C(c2ccccc2Cl)CC(=O)N1 (stereo not drawn) ?
HCV inhibitor: 16.6%; AmpC no deterg: -3.1%; HCMV inh: -16.1; Giardia FBPA inh: 4.0%; Sm TGR inh: 0.0%; AmpC detergent: inconclusive

How did S=c1[nH]ccn1-c1c(Cl)cccc1Cl do in these assays?
HCV inhibitor: 13.0%; AmpC no deterg: -1.0%; HCMV inh: 8.0; Giardia FBPA inh: 0.0%; Sm TGR inh: 5.2%; AmpC detergent: 7.7%

What do the screens show for `CN(C)c1cc2c(cc1NS(=O)(=O)c1ccccc1)n(C)c(=O)n2C`?
HCV inhibitor: 10.7%; AmpC no deterg: 1.7%; HCMV inh: 15.3&14.4; Giardia FBPA inh: -21.3%; Sm TGR inh: inconclusive; AmpC detergent: inconclusive

What do the screens show for `COc1ccc(NS(=O)(=O)c2ccc(NC(=S)NC(=O)/C=C/c3ccc(C)cc3)cc2)nn1`?
HCV inhibitor: -21.4%; AmpC no deterg: -32.1%; HCMV inh: -7.4; Giardia FBPA inh: 0.2%; Sm TGR inh: 0.3%; AmpC detergent: inconclusive

Results for CC1CCN(CC(=O)Nc2ccc(C(=O)N3CCCCC3)cc2)CC1 ?
HCV inhibitor: 19.6%; AmpC no deterg: 0.7%; HCMV inh: -22.3; Giardia FBPA inh: inconclusive; Sm TGR inh: 1.7%; AmpC detergent: 3.5%

How did COc1cccc(NC(=O)CNC(=O)c2ccc(C)o2)c1 do in these assays?
HCV inhibitor: inconclusive; AmpC no deterg: -1.1%; HCMV inh: 35.9; Giardia FBPA inh: 9.5%; Sm TGR inh: -1.1%; AmpC detergent: 3.2%

Results for CN(C)c1cc(NC(=O)CN2CCCC2)c2ccccc2n1 ?
HCV inhibitor: inconclusive; AmpC no deterg: -13.7%; HCMV inh: -5.0; Giardia FBPA inh: inconclusive; Sm TGR inh: 4.3%; AmpC detergent: 6.4%

How did CCOC(=O)c1cccc(NC(=O)[C@@H](c2ccccc2)N2Cc3ccccc3C2=O)c1 do in these assays?
HCMV inh: -0.8; Sm TGR inh: 1.3%; AmpC detergent: -1.2%

What do the screens show for `Cc1cccc(CNC(=O)C2CCC(=O)N(C3CCCCCC3)C2)c1` (stereo not drawn)?
HCV inhibitor: -5.8%; AmpC no deterg: 73.0%[activator]; HCMV inh: 14.8; Sm TGR inh: 0.0%; AmpC detergent: 2.2%

What do the screens show for `CCc1nn2c(=O)c(S(=O)(=O)Nc3ccc(C)c(C)c3)c(C)nc2s1`?
HCMV inh: -87.6*; Sm TGR inh: 0.7%; AmpC detergent: 4.0%

How did Cc1c(C(=O)O)oc2ccc(S(=O)(=O)N3CCC(C)CC3)cc12 do in these assays?
HCV inhibitor: 5.7%; AmpC no deterg: -9.0%; HCMV inh: -10.5; Giardia FBPA inh: inconclusive; Sm TGR inh: -1.0%; AmpC detergent: 7.9%

How did CCn1c2ccccc2c2cc(CNCCCN3CCOCC3)ccc21 do in these assays?
HCV inhibitor: inconclusive; AmpC no deterg: 3.8%; HCMV inh: 67.7; Giardia FBPA inh: inconclusive; Sm TGR inh: 3.2%; AmpC detergent: -1.2%

How did Cc1ccccc1NC(=O)C1CCN(S(=O)(=O)c2ccc3c(c2)NC(=O)C(C)S3)CC1 (stereo not drawn) do in these assays?
HCV inhibitor: -9.8%; AmpC no deterg: -21.1%; HCMV inh: -31.6; Sm TGR inh: 7.7%; AmpC detergent: 2.1%

Results for C=CC[C@@H](Cc1ccc(F)cc1)C(=O)OC[C@@H]1CCCN1C(=O)[C@@H](CC=C)CC(=O)N(CCO)Cc1ccccc1 ?
HCV inhibitor: inconclusive; AmpC no deterg: 251.3%[activator]; HCMV inh: 19.7

How did Cc1nn(-c2ccccc2)c(Cl)c1/C=N/NC(N)=O do in these assays?
HCV inhibitor: 22.3%; AmpC no deterg: -10.3%; HCMV inh: 37.9; Giardia FBPA inh: -5.5%; Sm TGR inh: 3.9%; AmpC detergent: 0.3%

Results for COc1cc2c(cc1NC(=O)COc1ccccc1OC)oc1ccccc12 ?
HCV inhibitor: inconclusive; AmpC no deterg: -23.7%; HCMV inh: -21.3; Giardia FBPA inh: 2.4%; Sm TGR inh: 2.4%; AmpC detergent: 2.0%

How did CCN1C(=O)[C@H]2[C@H]3CN=C(SCc4ccccc4)N3[C@@](C)(C(=O)OC)[C@H]2C1=O do in these assays?
HCV inhibitor: 4.3%[8.37 µM]; AmpC no deterg: -37.2%; HCMV inh: 0.7

Results for CCN(CC)S(=O)(=O)c1nnc(NC(=O)COc2ccccc2Cl)s1 ?
HCMV inh: -5.7; Sm TGR inh: 9.8%; AmpC detergent: 6.3%

How did Cc1cccn2c(CN3CCNC(=O)CC3)c(C(=O)N(C)CCc3ccccc3)nc12 do in these assays?
HCV inhibitor: -3.2%; AmpC no deterg: 22.6%; HCMV inh: 29.7; Giardia FBPA inh: 1.4%; Sm TGR inh: 0.4%; AmpC detergent: 7.5%

Results for COCCNC(=O)c1cc(-c2ccccc2)nn1Cc1cc(C)no1 ?
HCV inhibitor: 2.3%; AmpC no deterg: -1.0%; HCMV inh: -18.0

How did NS(=O)(=O)c1ccc(CCNC(=O)c2cc(-c3ccco3)nc3ccccc23)cc1 do in these assays?
HCV inhibitor: inconclusive; AmpC no deterg: -32.8%; HCMV inh: -3.6; Sm TGR inh: 8.91µM*; AmpC detergent: -2.2%

Results for O=C1NC2(CCCCC2)C(=O)N1c1ccc(Cl)cc1 ?
HCV inhibitor: -4.2%; AmpC no deterg: -10.6%; HCMV inh: 17.8; Giardia FBPA inh: -0.1%; Sm TGR inh: 0.0%; AmpC detergent: -3.0%

Results for Clc1ccc(SCc2cn3ccsc3n2)cc1 ?
HCV inhibitor: -27.5%; AmpC no deterg: -28.3%; HCMV inh: 58.4; Giardia FBPA inh: -2.7%; Sm TGR inh: 0.0%; AmpC detergent: -13.8%

What do the screens show for `Cc1ccc2nc(Cl)nc(-c3ccccc3)c2c1`?
HCV inhibitor: -23.9%; AmpC no deterg: -4.4%; HCMV inh: inconclusive; Giardia FBPA inh: 6.0%; Sm TGR inh: -0.9%; AmpC detergent: 3.8%
